Compound activity as filed in PubChem.
PfHsp90 set2 = inhibits growth of yeast expressing Plasmodium falciparum Hsp90. 0.32% of 310,000 active. inhibition, % at 9.4 µM. S. cerevisiae expressing PfHsp90, BacTiter-Glo ATP, 48 h; yeast lacking PDR1 and PDR3 efflux regulators;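 active = every replicate shows inhibition above about 80%, whatever the replicate mean, limit read from the data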;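 note: 0% = DMSO neutral controls and 100% = 20 µM radicicol positive controls; yeast relying on Plasmodium falciparum Hsp90 in place of its own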
MOR-DOR inv ag = mu-delta opioid heterodimer inverse agonism; P35372+P41143; cell-based MOR-DOR heterodimer luminescence; inhibition, % at 9.3 µM; 0.21% of 340,000 active; in the data active = inhibition above about 22%, passing the limit was not always enough;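 note: 0% = cells with DMSO and 100% = wells without cells with DMSO; values of inactives mirror those of a sister screen read the other way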
Mot1-301 SUMO = inhibitors of SUMOylation pathway: yeast Mot1-301 growth rescue; S. cerevisiae Mot1-301 growth rescue, ATP luminescence, 38.5C; percent above DMSO median, 100 means doubled; growth rescue, % at 18.8 µM; 1% of 320,000 active; AID 2716;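 active = every valid replicate shows activation above 250% relative to neutral control wells; inactive = the rest, any valid replicate at or below 250%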;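 note: OY570 slx delta 5 strain wells were the positive control but not used for scaling; some compounds called inactive have numbers as strong as hits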
PKA-R2B act = PKA-R2B complex activation; P22694+P31323; PKA-R2B holoenzyme dissociation, Cy5-IP20 fluorescence polarization; R2B truncated from residue 108, S112A mutant; 0% DMSO only, 100% 113 µM cGMP; activation, % at 11.4 µM; 0.079% of 340,000 active;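 active = activation above a cutoff set at the mean over all compounds plus 3 SD, cut at about 18% in these data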;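 note: higher means more holoenzyme dissociation and a rise in polarization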
Target sequence (P31323 whole entry, looked up, other chains not shown, the tested form may be a part): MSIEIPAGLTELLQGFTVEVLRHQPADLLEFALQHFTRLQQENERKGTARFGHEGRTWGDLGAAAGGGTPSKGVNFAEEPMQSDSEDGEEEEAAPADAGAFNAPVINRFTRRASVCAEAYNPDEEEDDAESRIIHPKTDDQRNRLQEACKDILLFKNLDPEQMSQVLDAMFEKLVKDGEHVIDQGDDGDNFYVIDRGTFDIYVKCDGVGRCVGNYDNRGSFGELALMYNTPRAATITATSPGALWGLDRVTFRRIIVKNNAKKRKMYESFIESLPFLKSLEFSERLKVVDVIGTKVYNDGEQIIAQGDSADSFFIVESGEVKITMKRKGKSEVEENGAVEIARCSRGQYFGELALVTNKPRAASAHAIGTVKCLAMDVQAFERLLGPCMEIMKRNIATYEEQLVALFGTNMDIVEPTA
PKA-R1A activ = activates the PKA-R1A holoenzyme complex | AID 504707 | 0.083% of 340,000 active | activation, % at 11.4 µM | PKA-R1A dissociation, Cy5-IP20 fluorescence polarization; scaled: DMSO 0%, 113 µM cGMP 100%;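 active = percent activation above the mean of all tested compounds plus 3 SD, cut at about 19% in these data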;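 note: higher means more PKAc released from R1A so a rise in polarization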
MOR-DOR ag = agonists of human mu-delta opioid receptor heterodimerization | cells, OPRM1-OPRD1 heterodimerization, luminescence | activation, % at 9.3 µM | 0.3% of 340,000 active; in the data active = activation above about 18%;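 note: 0% = vehicle-treated cells and 100% = reference agonist; values of inactives mirror those of a sister screen read the other way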
phage Ecoli inh = E. coli growth loss with phage present; growth absorbance; inhibition, % at 11.9 µM; 0.26% of 360,000 active; AID 651602; in the data active = inhibition above about 11%
Tat transport = E. coli Tat transport inhibition; inhibition, % at 10 µM; 0.036% of 340,000 active; E. coli MC4100 TorA-mCherry Tat export, fluorescence;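 active = mean replicate inhibition at least 50% and at least half of replicates individually reaching 50%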;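 note: exported cargo escapes ClpAP degradation while cytoplasmic cargo is degraded and loses fluorescence; 0% = median of neutral control wells and 100% = median of NaSCN control wells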
HTR5A inv ag = counter-screen for OPRM1-OPRD1 inverse agonists: human HTR5A inverse agonism. HTR5A cell line, luminescence. inhibition, % at 9.3 µM. 0.083% of 340,000 active. AID 504634; in the data active = inhibition mostly above about 23%, no sharp cut-off; inactive = mostly below about 18%;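 note: 0% = cells with DMSO and 100% = no-cell wells with DMSO; some compounds called inactive have numbers as strong as hits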
Target sequence (P47898 whole entry, looked up): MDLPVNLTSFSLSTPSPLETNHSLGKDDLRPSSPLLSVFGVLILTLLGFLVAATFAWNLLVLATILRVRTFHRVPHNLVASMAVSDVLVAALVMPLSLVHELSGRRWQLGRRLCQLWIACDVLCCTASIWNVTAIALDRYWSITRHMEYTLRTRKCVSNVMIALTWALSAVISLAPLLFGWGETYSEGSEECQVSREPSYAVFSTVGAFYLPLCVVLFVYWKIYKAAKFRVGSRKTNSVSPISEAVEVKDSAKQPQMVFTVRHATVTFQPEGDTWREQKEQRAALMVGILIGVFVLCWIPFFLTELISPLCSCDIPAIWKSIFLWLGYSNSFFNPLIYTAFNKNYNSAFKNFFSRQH
E coli growth = bacterial growth inhibition, counter-screen for AddAB inhibitors; inhibition, % at 11.9 µM; 0.27% of 330,000 active; E. coli V3065 growth, OD600 absorbance, 18 h;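 active = inhibition above the campaign's mean inhibition across all tested compounds plus 3 SD, cut at about 9.9% in these data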;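 note: uninfected addAB+ strain grown without phage in ampicillin broth; 0% = DMSO wells and 100% = ciprofloxacin 0.95 µg/ml wells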
AddAB inh = less growth of phage-infected E. coli with AddAB | E. coli expressing H. pylori AddAB, absorbance growth | inhibition, % at 11.9 µM | 0.29% of 330,000 active | AID 435030; in the data active = inhibition above about 12%;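 note: 0% = vehicle wells of infected cells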
* marks the source's active call; other numbers are inactive results; i = inactive; x = no result given. Rows were taken by chance; 2.2% or so of the library scored in one or more.

Molecule,PfHsp90 set2,MOR-DOR inv ag,Mot1-301 SUMO,PKA-R2B act,PKA-R1A activ,MOR-DOR ag,phage Ecoli inh,Tat transport,HTR5A inv ag,E coli growth,AddAB inh
CC(=O)Cn1ncc(N2CCOCC2)c(Br)c1=O,-7,10,23,2,-9,-1.9,3.7,13,8,-0.4,-0.9
COc1ccc(/C=N/NC(=O)CC2N=C(Cc3ccccc3)NNC2=O)cc1OC (stereo not given),3,-32,0,-3,-15,4.6,2.5,9,-32,1.0,3.1
O=C(O)CC(NC(=O)C1CCCCC1)c1cc([N+](=O)[O-])ccc1Cl (stereo not given),x,13,16,-7,-4,-2.6,0.9,-5,18,1.0,3.7
CCS(=O)(=O)c1ccc(O)c(NC(=O)NC2CCCCC2)c1,-2,1,-26,-9,-4,-0.2,1.9,3,12,-1.3,2.4
O=C(CSC1=NCCS1)Nc1ccc2ccccc2c1,-17,2,111,-10,1,-0.4,3.2,-7,5,-0.1,2.3
c1ccc(-n2ncc(-c3nn[nH]n3)n2)cc1,-24,-2,-1,1,-10,0.3,-1.0,-6,-2,-0.2,-1.3
Cc1nn(C)cc1C1Nc2ccccc2C(=O)N1O (stereo not given),28,10,129,5,-5,-1.6,0.5,2,-12,1.3,2.2
Cc1ccc(NC(=O)CCCNC(=O)c2ccc(Cl)cc2)nc1,3,6,12,-6,-5,-0.9,1.5,1,-25,1.9,0.1
COc1cccc(NC(=O)CSc2nnc(NC(=O)C3CC3)s2)c1,9,5,-14,-15,-5,-0.6,2.3,5,5,-0.6,3.5
CCOc1ccccc1N,7,17,326,-3,-6,-3.2,2.7,-1,-14,0.0,1.2
COc1ccccc1OCC(=O)NNC(=O)CSC(=S)N1CCCC1,12,20,9,-14,-2,-5.1,-2.8,11,-1,-1.6,0.2
CC1CCN(C(=O)CSc2nc3ccccc3s2)CC1,23,10,-15,-2,-19,-1.9,2.9,-3,5,0.2,2.3
COc1ccc(NC(=O)CN(C)C2CCCCC2)cc1Cl,11,5,0,-3,-3,-0.9,2.5,-3,6,-0.4,-1.0
O=C(NN1C(=O)c2ccccc2NC12CCCCC2)c1ccccc1,-21,9,7,16,-3,-1.6,3.4,0,-3,-0.2,3.0
COc1ccc(NC(=O)Nc2ccc3c(c2)C(=O)N([C@H](C)CO)C[C@H](C)[C@@H](CN(C)S(=O)(=O)c2cccs2)O3)cc1,14,5,5,-1,-2,-0.9,2.2,4,10,-0.8,-1.9
Nn1c(SCc2ccc(C(=O)O)cc2)nnc1-c1ccc(Cl)cc1Cl,-18,13,7,6,-8,-2.3,-0.2,-15,-23,x,x
CCOc1cc(CNc2ccc(N3CCN(C(C)=O)CC3)cc2)cc(Br)c1OC,12,-16,x,4,-4,2.6,2.0,1,-4,-1.0,2.2
C/C(O)=C(/C#N)c1nc2ccccc2[nH]1,2,1,-21,0,-8,-0.1,1.0,0,-13,-1.6,3.6
Cc1snc(SCC(=O)c2ccc(Cl)cc2)c1C#N,-11,0,29,2,9,0.0,3.4,-8,3,0.4,0.9
CC(OC(=O)CCCN1C(=O)c2ccccc2C1=O)C(=O)Nc1ncc(Cl)cc1Cl (stereo not given),1,7,i,4,0,-1.0,0.5,-5,0,-0.1,2.7
O=C(COC(=O)c1ccc([N+](=O)[O-])o1)NCCc1ccccc1,-15,-5,-4,1,4,1.3,2.3,3,17,2.8,1.5
Cn1c(C2=C(O)CN(c3ccc4c(c3)OCCO4)C2=N)nc2ccccc21,25,0,-9,-5,-1,0.0,1.2,1,-5,-0.7,0.8
Cc1ccc(NC(=O)NC(=O)CN2C(=O)NC3(CCc4ccccc43)C2=O)c(C)c1 (stereo not given),-12,-5,-4,-5,-3,0.8,0.1,0,6,2.1,4.3
O=C(N/N=C/c1ccncc1)c1cc([N+](=O)[O-])cc([N+](=O)[O-])c1O,-34,0,-10,-2,-2,0.0,0.5,6,-2,0.2,1.0
CC1(NC(=O)C23CC4CC(CC(C4)C2)C3)CCS(=O)(=O)C1 (stereo not given),x,-7,0,5,-1,1.3,3.2,5,12,-0.6,2.6
Cc1sc2nc(NCCO)[nH]c(=O)c2c1C,-11,6,-6,-11,-9,-1.0,1.8,-8,5,0.7,1.5
Cc1ccc2[nH]c(C)c(/C=N/Nc3nc4ccccc4s3)c2c1,106*,-32,305,-5,-2,7.3,0.6,-3,-55,-2.1,-3.0
Cc1cc(C)n(CC(O)COc2ccc(Cl)cc2Cl)n1 (stereo not given),-27,14,-7,2,-9,-2.8,0.6,-1,20,-0.6,1.2
COc1cc(/C=N/NC(=S)NCC2CCCO2)cc(OC)c1OC (stereo not given),-4,17,-11,-2,5,-3.4,2.1,-3,14,1.5,4.3
CCOC(=O)c1sc(NC(=O)CSc2nnnn2-c2ccc(C)cc2C)nc1C,16,-20,0,-2,-8,3.5,3.7,-10,-26,-0.8,3.6
Cc1cccc(NC(=O)CN2C(=S)NC(C)(C)CC2C)c1C (stereo not given),6,16,-2,-5,1,-3.0,1.8,1,-8,3.0,1.0
COc1ccccc1OCC(=O)NCc1nc(-c2ccccc2)no1,x,6,0,-10,-14,-1.2,2.1,-8,11,1.4,-1.1
Cc1ccc(-n2nnnc2CNC(=O)c2ccc(Br)o2)cc1C,0,1,-6,4,-4,-0.2,-1.6,3,5,0.9,1.9
O=C(Cc1ccc(-n2cccc2)cc1)NC1CCCCC1,x,13,25,-5,-13,-2.7,-1.8,-4,18,-0.1,2.8
Nc1ccccc1SC1CC(=O)N(c2ccc3c(c2)OCCO3)C1=O (stereo not given),1,6,218,-4,-8,-1.2,4.2,-10,0,1.0,0.9
COc1ccc(Cn2nnnc2C(c2ccccc2OC)N2CCC(C(N)=O)CC2)cc1 (stereo not given),12,19,-15,3,3,-4.5,-0.5,9,24,-0.9,0.9
COC(=O)C(CC(=O)Nc1cc(C)ccc1C)Nc1ccccc1OC (stereo not given),-15,13,-8,3,-5,-2.1,3.9,-8,-22,-5.9,-0.5
CCC(c1nnnn1Cc1ccco1)N1CCC(C(N)=O)CC1 (stereo not given),-20,13,-14,-10,-1,-2.2,3.0,-6,-1,-2.6,1.1
Cc1ccc(C)c(S(=O)(=O)N2CCN(C(=O)Cc3ccccc3)CC2)c1,x,11,-14,-1,-2,-2.0,-0.4,6,27,-0.2,1.7
CN(CC(=O)Nc1cccc(F)c1)C(=O)CNC(=O)Cc1cccc2ccccc12,x,15,x,0,-8,-2.8,1.2,4,9,x,x

The last 2 records of the part above open the next one:
Molecule,PfHsp90 set2,MOR-DOR inv ag,Mot1-301 SUMO,PKA-R2B act,PKA-R1A activ,MOR-DOR ag,phage Ecoli inh,Tat transport,HTR5A inv ag,E coli growth,AddAB inh
Cc1ccc(C)c(S(=O)(=O)N2CCN(C(=O)Cc3ccccc3)CC2)c1,x,11,-14,-1,-2,-2.0,-0.4,6,27,-0.2,1.7
CN(CC(=O)Nc1cccc(F)c1)C(=O)CNC(=O)Cc1cccc2ccccc12,x,15,x,0,-8,-2.8,1.2,4,9,x,x
COc1cccc(C2c3[nH]c4ccccc4c3CCN2Cc2cccc(C)n2)c1 (stereo not given),2,-31,14,-9,-8,4.5,3.1,3,13,-2.0,-1.8
NC(=O)[C@@H]1CCCN1Cc1c(C(=O)N2CCN(C3CCCCC3)CC2)nc2ccccn12,27,11,-2,-2,1,-2.0,0.7,-2,6,1.1,0.2
Nc1nc(SCn2nnc3ccccc3c2=O)n[nH]1,3,8,-7,-9,-5,-1.6,2.7,-4,16,0.6,3.9
Cn1cccc1-c1cc(C(=O)N/N=C/c2cc(Br)ccc2O)[nH]n1,8,-20,-18,-7,0,3.7,8.7,-5,-37,3.5,10
CSC1=N/C(=C\c2ccc(C)cc2)C(=O)S1,17,-8,-10,0,-9,1.9,3.0,6,16,-1.4,4.4
CCN(CC(=O)Nc1ccc(N2CCOCC2)cc1)C(=O)c1ccc(C(F)(F)F)cc1,-15,22,-1,-4,-9,-4.3,1.8,13,-5,-1.2,2.5
Cc1cccc(C)c1NC(=O)C(c1cccs1)N(Cc1ccco1)C(=O)Cn1nnc2ccccc21 (stereo not given),1,12,5,-9,-8,-2.8,2.4,1,5,1.4,1.9
CCSC1=C(C#N)C(c2ccccc2C)CC(=O)N1 (stereo not given),5,5,0,-5,-2,-0.9,0.2,-7,0,1.5,0.6
Cc1csc(NC(=O)CSc2ncnc3c2cnn3-c2ccccc2Cl)n1,2,-1,x,-12,8,0.2,x,10,-2,0.0,-2.0
Cc1onc(-c2c(Cl)cccc2Cl)c1NC(=O)NN(C)C,-8,18,-21,-1,-2,-3.7,-0.2,-2,-16,4.7,1.3
CC(C)C(=O)N(Cc1cc2ccccc2[nH]c1=O)C(C)(C)C,-11,5,8,-6,-2,-0.8,2.3,2,-13,-0.6,1.6
Cc1ccc2oc(C(F)(F)C(F)F)cc(=O)c2c1,-17,6,326,-1,11,-1.2,3.8,3,13,1.6,0.3
O=C(C1=C[C@@H](c2ccc(C(F)(F)F)cc2)C[C@@H](OCc2ccc(CO)cc2)O1)N1CCN(Cc2ccccc2)CC1,0,-14,3,-9,-4,2.5,2.8,19,1,0.8,2.0
O=S(=O)(Nc1ccc2nc(-c3ccco3)[nH]c2c1)c1ccccc1,-59,4,-14,-1,0,-0.7,1.3,-5,11,-0.2,1.6
COc1cccc(C(=O)N2CCN=C2SC)c1,x,0,-9,-6,4,0.0,-3.8,-5,24,-1.2,0.1
CC(NC(=O)C(=O)NCCC1=CCCCC1)c1ccccc1 (stereo not given),1,-11,3,8,0,2.1,2.7,0,-25,0.6,1.4
CC[C@]12c3[nH]c4cc(CCC(=O)N(C)C)ccc4c3CCN1C(=O)[C@@H](CC(=O)NCCN1CCOCC1)C[C@@H]2C(=O)N1CCN(C(=O)C2CC2)CC1,2,16,x,-4,-11,-3.1,-0.2,2,-3,3.7,2.0
O=C(Nc1ccccc1)C(c1ccccc1)c1ccccc1,2,-9,169,-8,-7,1.7,2.5,8,-21,-0.3,3.8
COc1ccccc1C(CCNCc1ccc(N(C)C)cc1)c1ccc(OC(C)C)cc1 (stereo not given),12,-66,-15,10,-6,15,5.2,4,1,2.6,1.1
O=C(O)c1ccc(Cl)c(NC(=O)C2CCCN2S(=O)(=O)c2cccc3nsnc23)c1 (stereo not given),-5,8,8,0,4,-1.5,2.2,0,3,0.7,0.2
CCOC(=O)c1ccc(-c2cccc(-c3cc(=O)oc4cc(OC)cc(OC)c34)c2)cc1,14,19,x,-5,-3,-3.9,x,-5,8,-1.1,0.6
